Screening results: PubChem BioAssay, several laboratories
VHR inh abs – blocks human VHR1 dual specificity phosphatase. P51452. recombinant VHR phosphatase, pNPP absorbance. inhibition, % at 13.3 µM. actives 0.52% (n = 290,000); in the data active = inhibition above about 50%; also: some compounds called inactive have numbers as strong as hits
Target sequence (P51452 whole entry, looked up): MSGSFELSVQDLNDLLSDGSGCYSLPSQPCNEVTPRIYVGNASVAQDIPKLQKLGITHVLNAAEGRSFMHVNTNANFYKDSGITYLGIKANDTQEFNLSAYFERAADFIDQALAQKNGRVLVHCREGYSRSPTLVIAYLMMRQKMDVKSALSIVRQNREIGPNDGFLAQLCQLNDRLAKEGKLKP
SSB-PriA inh – K. pneumoniae PriA-SSBct interaction inhibition | AlphaScreen SSBct-PriA binding, biotinylated peptide | inhibition, % at 33 µM | actives 0.6% (n = 430,000); in the data active = inhibition mostly above about 37%, no sharp cut-off; inactive = mostly below about 20%;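 also: plate controls were negative control peptide for no effect and reference peptide for full effect; strong numbers were not always called active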
MazF activator – increases E. coli MazEF RNase cleavage of RNA | actives 0.32% (n = 350,000) | AID 504720 | P0AE70 | FAM/BHQ RNA-DNA oligo cleavage fluorescence, 5 h | activation, % at 20 µM; in the data active = activation above about 50%
Target sequence (P0AE70 whole entry, looked up): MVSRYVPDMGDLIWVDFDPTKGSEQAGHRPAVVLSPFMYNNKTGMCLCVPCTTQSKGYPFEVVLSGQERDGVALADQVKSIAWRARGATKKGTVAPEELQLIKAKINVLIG
BoNT A protease – blocks Botulinum neurotoxin A light chain protease; multiplex microsphere protease substrate cleavage, flow cytometry; inhibition, % at 10 µM; actives 0.17% (n = 360,000); AID 588499; also: plate controls were buffer without enzyme for full effect and enzyme alone for no effect
3CLpro inhibitor – SARS-CoV 3CLpro protease inhibition; P0C6X7; recombinant SARS-CoV 3CLpro, quenched FRET peptide cleavage; inhibition, % at 6 µM; actives 0.14% (n = 290,000); AID 1706; in the data active = inhibition above about 12%
CCHFV vOTU inh – blocks the CCHF virus ovarian tumor domain protease; CCHFV vOTU protease, Pep-AMC fluorescence; inhibition, % at 11.5 µM; actives 0.55% (n = 370,000); AID 651958; in the data active = inhibition above about 30%; also: 0% = vehicle wells with enzyme and 100% = no enzyme wells
Rv3671c inh – Rv3671c (M. tuberculosis) protease inhibition. P9WHR9. inhibition, % at 5.96 µM. actives 0.048% (n = 320,000); in the data active = inhibition above about 38%;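 also: extracellular domain of Rv3671c used as enzyme; 0% = enzyme with DMSO and 100% = no enzyme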
Target sequence (P9WHR9 whole entry, looked up, the tested form may be a part): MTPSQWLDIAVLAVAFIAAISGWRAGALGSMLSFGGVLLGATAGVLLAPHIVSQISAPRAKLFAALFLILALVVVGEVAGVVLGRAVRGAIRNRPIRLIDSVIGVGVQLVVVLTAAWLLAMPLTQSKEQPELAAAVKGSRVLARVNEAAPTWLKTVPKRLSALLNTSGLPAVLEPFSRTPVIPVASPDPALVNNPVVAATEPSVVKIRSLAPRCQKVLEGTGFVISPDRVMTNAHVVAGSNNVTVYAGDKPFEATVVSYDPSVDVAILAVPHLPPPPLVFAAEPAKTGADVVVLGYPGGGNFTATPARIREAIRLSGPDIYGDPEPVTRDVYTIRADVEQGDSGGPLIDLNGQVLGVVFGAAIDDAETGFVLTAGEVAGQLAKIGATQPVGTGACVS
PrPC surface inh – inhibitors of human cell surface prion protein PrPC; TR-FRET read-out; actives 0.43% (n = 370,000); P04156; inhibition, % at 13.8 µM; in the data active = inhibition above about 24%; also: 0% = median of the test wells and 100% = reference compound wells
BoNT-F LC inh – blocks Botulinum neurotoxin F light chain protease | Multiplex microsphere protease cleavage assay, flow cytometry | inhibition, % at 10 µM | actives 0.22% (n = 360,000); in the data active = inhibition above about 35%, passing the limit was not always enough; inconclusive = no clear call, values can overlap the other calls; also: plate controls were buffer without enzyme for full effect and enzyme alone for no effect
Anthrax LF prot – anthrax lethal factor protease inhibition. P15917. actives 0.12% (n = 360,000). multiplex microsphere protease cleavage assay, LF. inhibition, % at 10 µM; also: plate controls were buffer without enzyme for full effect and enzyme alone for no effect
An asterisk follows results filed as active; & = joins results of further samples. Rule as the data show it, unless noted: active = inhibition above about 30%; inconclusive = no clear call, values can overlap the other calls; inactive = below that. Not all compounds are listed (hit frequency here may not be typical).

`CCN(CC(=O)Nc1c(F)cccc1F)C(=O)c1ccc(N2CCCC2)c([N+](=O)[O-])c1` gave SSB-PriA inh 8, MazF activator -1, CCHFV vOTU inh 0, Rv3671c inh -7 and PrPC surface inh -12.
Screening C[C@H](CO)N1C[C@H](C)[C@@H](CN(C)S(C)(=O)=O)Oc2ccc(NC(=O)Nc3ccc4c(c3)OCO4)cc2C1=O returned SSB-PriA inh -9, MazF activator -15, BoNT A protease -0.6, CCHFV vOTU inh -4, Rv3671c inh -1, PrPC surface inh 6, BoNT-F LC inh 1 and Anthrax LF prot 4.
O=C(c1ccc2c(c1)OCCO2)C1CCN(S(=O)(=O)c2cccc(F)c2)CC1 was read as VHR inh abs -4, SSB-PriA inh -6, MazF activator 6, BoNT A protease -2.0, 3CLpro inhibitor 3, CCHFV vOTU inh 8, Rv3671c inh -4, PrPC surface inh 11, BoNT-F LC inh -2 and Anthrax LF prot -4.
For CCOC(=O)C1=C(N)Oc2ccccc2C12C(=O)N(CC(=O)OC)C(CC(=O)OC)=C2C(=O)OC (centres undefined) the results were VHR inh abs 13, SSB-PriA inh -11, MazF activator 5, BoNT A protease -3.4, 3CLpro inhibitor -2, CCHFV vOTU inh 1, Rv3671c inh -3, PrPC surface inh -5, BoNT-F LC inh -24 and Anthrax LF prot -9.
`CC1CCCCN1C(=O)c1ccc(OC2CCN(S(=O)(=O)N(C)C)CC2)cc1` (centres undefined) gave VHR inh abs 8, SSB-PriA inh -10, MazF activator 6, BoNT A protease -0.3, 3CLpro inhibitor 2, CCHFV vOTU inh -1, Rv3671c inh 7, PrPC surface inh 8, BoNT-F LC inh -5 and Anthrax LF prot -5.
`CC(=O)C(=Nc1ccc(Cl)cc1Cl)NNc1cccc(Cl)c1` gave VHR inh abs 0, SSB-PriA inh 59, MazF activator 0, BoNT A protease 0.3, 3CLpro inhibitor 4, CCHFV vOTU inh 10, Rv3671c inh -4, PrPC surface inh -18, BoNT-F LC inh -7 and Anthrax LF prot -7.
Screening Cc1ccccc1S(=O)(=O)N1C[C@H]2[C@H]3C(=O)N(C4CCCCC4)C(=O)[C@H]3CC(=O)[C@H]2[C@@H]1c1ccc(Cl)cc1 returned BoNT A protease -0.1, CCHFV vOTU inh 14, PrPC surface inh 2, BoNT-F LC inh -2 and Anthrax LF prot -5.
CCn1c(SCC(=O)Nc2nccs2)nnc1-c1cccnc1 was read as VHR inh abs 22, SSB-PriA inh -14, MazF activator 4, BoNT A protease 2.8, 3CLpro inhibitor -6, CCHFV vOTU inh 21, Rv3671c inh -7, PrPC surface inh -2, BoNT-F LC inh -4 and Anthrax LF prot 0.
`Cc1cc(NC(=O)CSc2ccc3nnc(-c4ccccn4)n3n2)no1` gave VHR inh abs 20, SSB-PriA inh 3, MazF activator 2, BoNT A protease -0.5, 3CLpro inhibitor -2, CCHFV vOTU inh -4, Rv3671c inh 7, PrPC surface inh -7, BoNT-F LC inh -4 and Anthrax LF prot 7.
For Cc1cc(C)n2c(Nc3c(C)cccc3C)c(CCc3ccccc3)nc2n1 the results were BoNT A protease -1.2, CCHFV vOTU inh 0, PrPC surface inh -5, BoNT-F LC inh -10 and Anthrax LF prot -1.
O=C(COC(=O)c1ccc([N+](=O)[O-])o1)Nc1cccc(S(=O)(=O)N2CCCCC2)c1 was read as VHR inh abs 22, SSB-PriA inh 8, MazF activator 7, BoNT A protease -1.3, 3CLpro inhibitor -1, CCHFV vOTU inh 14, Rv3671c inh -3, PrPC surface inh -14, BoNT-F LC inh -1 and Anthrax LF prot -6.
`CCC(C)c1ccc(O)c(NC(=S)NC(=O)c2cccnc2)c1` (centres undefined) gave VHR inh abs 12, SSB-PriA inh -10, MazF activator 10, BoNT A protease -2.2, 3CLpro inhibitor 0, CCHFV vOTU inh -3, Rv3671c inh 4, PrPC surface inh 10, BoNT-F LC inh -8 and Anthrax LF prot 4.
For COc1cccc(CNC(=O)C2CCCN(S(=O)(=O)N3CC(C)CC(C)C3)C2)c1 (centres undefined) the results were VHR inh abs 2, SSB-PriA inh 4, MazF activator -4, BoNT A protease 0.5, 3CLpro inhibitor -3, CCHFV vOTU inh 1, Rv3671c inh 6, PrPC surface inh 9, BoNT-F LC inh 4 and Anthrax LF prot -1.
For CC(=O)NCC1CCCN(C(=O)c2ccc(OC3CCN(Cc4ccccn4)CC3)cc2)C1 (centres undefined) the results were VHR inh abs -2, SSB-PriA inh 0, MazF activator 10, BoNT A protease -0.6, 3CLpro inhibitor 1, CCHFV vOTU inh -12, Rv3671c inh 0, PrPC surface inh 6, BoNT-F LC inh -3 and Anthrax LF prot 1.
Screening COc1ccc(OC)c(NC(=O)CSc2ncnc3c2cnn3-c2ccccc2Cl)c1 returned VHR inh abs -1, SSB-PriA inh 3, MazF activator 0, BoNT A protease 0.1, 3CLpro inhibitor 0, Rv3671c inh 0, BoNT-F LC inh -8 and Anthrax LF prot -5.
CCN1C(=O)[C@H]2[C@@H](c3ccc(C)cc3)N[C@]3(CCCN(Cc4cccn4C)C3=O)[C@H]2C1=O was read as MazF activator 9, BoNT A protease 1.0, CCHFV vOTU inh 1, PrPC surface inh -2, BoNT-F LC inh 0 and Anthrax LF prot -10.
For CC(=O)Nc1ccc(NC(=O)c2ccc3c(c2)C(=O)N(c2ccccc2C)C3=O)cc1 the results were VHR inh abs 32, SSB-PriA inh -2, MazF activator 4, BoNT A protease 0.4, 3CLpro inhibitor -3, CCHFV vOTU inh 14, Rv3671c inh -14, PrPC surface inh 7, BoNT-F LC inh -5 and Anthrax LF prot 0.
`COC(=O)[C@@H](NC(=O)Nc1cccc(Br)c1)C(C)C` gave VHR inh abs -10, SSB-PriA inh 1, MazF activator -12, BoNT A protease 0.2, 3CLpro inhibitor 1, CCHFV vOTU inh -19, Rv3671c inh -7, PrPC surface inh -4, BoNT-F LC inh -2 and Anthrax LF prot 1.
Screening CC(=O)Nc1ccc(NC(=O)Cn2nc([N+](=O)[O-])c(Br)c2C)cc1 returned VHR inh abs 19, SSB-PriA inh 8, MazF activator -1, BoNT A protease 1.4, 3CLpro inhibitor -3, CCHFV vOTU inh -5, Rv3671c inh 0, PrPC surface inh -5, BoNT-F LC inh -4 and Anthrax LF prot -2.
COc1ccc(C=O)cc1CSc1ccccn1 was read as VHR inh abs 26, SSB-PriA inh -11, MazF activator 0, BoNT A protease inconclusive, 3CLpro inhibitor 6, CCHFV vOTU inh -14, Rv3671c inh -5, PrPC surface inh 3, BoNT-F LC inh inconclusive and Anthrax LF prot 24.
O=C(Nc1ccc(Cl)cc1)C1(S(=O)(=O)c2ccccc2)CC1 was read as SSB-PriA inh -15, MazF activator 7, BoNT A protease 0.1, CCHFV vOTU inh 6, Rv3671c inh 1, PrPC surface inh -3, BoNT-F LC inh -11 and Anthrax LF prot -8.
For CC(=O)c1c(C(C)=O)c(C)n(C2CCCCC2)c1C the results were VHR inh abs 13, SSB-PriA inh -1, MazF activator 3, BoNT A protease -1.0, 3CLpro inhibitor -2, CCHFV vOTU inh 5, Rv3671c inh -3, PrPC surface inh -6, BoNT-F LC inh 0 and Anthrax LF prot -6.
For C=CCNc1nc(C)nc(OC)n1 the results were VHR inh abs 26, SSB-PriA inh -22, MazF activator 9, BoNT A protease 1.0, 3CLpro inhibitor -8, CCHFV vOTU inh 5, Rv3671c inh 3, PrPC surface inh 0, BoNT-F LC inh 6 and Anthrax LF prot 2.
Screening O=C(O)c1cccc(S(=O)(=O)NCCc2ccccc2)c1 returned VHR inh abs 15, SSB-PriA inh -21, MazF activator 8, BoNT A protease -1.1, 3CLpro inhibitor -2, CCHFV vOTU inh 3, Rv3671c inh 12, PrPC surface inh -1, BoNT-F LC inh -6 and Anthrax LF prot -7.
Cc1cc(C)n(/N=C/c2cccs2)c(=O)c1C#N was read as VHR inh abs -8, MazF activator -10, BoNT A protease 0.1, 3CLpro inhibitor -1, CCHFV vOTU inh 4, Rv3671c inh -8, PrPC surface inh -4, BoNT-F LC inh 0 and Anthrax LF prot -1.
CC1C/C(=N\NC(=O)CCc2ccc(S(=O)(=O)N3CCOCC3)cc2)CC(C)(C)C1 (centres undefined) was read as VHR inh abs 13, MazF activator -1, BoNT A protease 0.0, 3CLpro inhibitor 5, CCHFV vOTU inh -13, Rv3671c inh 5, PrPC surface inh 5, BoNT-F LC inh -2 and Anthrax LF prot -1.
`CCN(CC(=O)Nc1c(F)cccc1F)C(=O)/C=C/c1cn(Cc2ccccc2)nc1-c1cccnc1` gave VHR inh abs 34, SSB-PriA inh -1, MazF activator -8, BoNT A protease -1.1, 3CLpro inhibitor 3, CCHFV vOTU inh 18, Rv3671c inh -2, PrPC surface inh 2, BoNT-F LC inh -4 and Anthrax LF prot 5.
O=C(CSc1nnc2ccccn12)Nc1ccc2c(c1)OCO2 was read as VHR inh abs 22, SSB-PriA inh 8, MazF activator 5, BoNT A protease -0.2, 3CLpro inhibitor 3, CCHFV vOTU inh 11, Rv3671c inh 3, PrPC surface inh 11, BoNT-F LC inh 3 and Anthrax LF prot 1.
Screening Cc1csc(=Nc2ccccc2)n1CCO returned VHR inh abs 37, SSB-PriA inh -12, MazF activator 4, BoNT A protease 0.2, 3CLpro inhibitor 6, CCHFV vOTU inh 17, Rv3671c inh 9, PrPC surface inh 9, BoNT-F LC inh -6 and Anthrax LF prot -3.
`COc1ccccc1NC(=O)Cn1c(=O)n2nc(C)nc2c2ccccc21` gave VHR inh abs 13, SSB-PriA inh -2, MazF activator 11, BoNT A protease -1.0, 3CLpro inhibitor -2, CCHFV vOTU inh 19, Rv3671c inh 3, PrPC surface inh 0, BoNT-F LC inh -2 and Anthrax LF prot -6.
For Cc1nc(SCn2nnc3ccccc3c2=O)nc(C)c1C the results were VHR inh abs 14, SSB-PriA inh -11, MazF activator -2, BoNT A protease 0.7, 3CLpro inhibitor 1, CCHFV vOTU inh -12, Rv3671c inh -5, PrPC surface inh -12, BoNT-F LC inh 4 and Anthrax LF prot 2.
S=c1[nH]nc(COc2ccccc2)n1/N=C/c1ccccn1 was read as VHR inh abs -4, MazF activator -3, BoNT A protease 1.6, 3CLpro inhibitor 1, CCHFV vOTU inh -12, Rv3671c inh 8, PrPC surface inh -2, BoNT-F LC inh -11 and Anthrax LF prot 2.
Screening O=[N+]([O-])c1ccc(NN=Cc2cc(Br)ccc2O)nc1 returned SSB-PriA inh -3, MazF activator 13, BoNT A protease -0.2, CCHFV vOTU inh 3, PrPC surface inh -5, BoNT-F LC inh -3 and Anthrax LF prot -3.
`O=C(N/N=C/c1cccc(Oc2ccccc2)c1)c1ccccc1Br` gave VHR inh abs 5, MazF activator 3, BoNT A protease -1.2, 3CLpro inhibitor 6, CCHFV vOTU inh 10, Rv3671c inh -8, PrPC surface inh -2, BoNT-F LC inh -14 and Anthrax LF prot -5.
`CC(C)Cn1cnc2c(c1=N)C(c1ccccc1)C1=C(CC(C)(C)CC1=O)O2` (centres undefined) gave VHR inh abs 9, SSB-PriA inh 5, MazF activator -1, BoNT A protease 0.2, 3CLpro inhibitor 1, CCHFV vOTU inh -6, Rv3671c inh -4, PrPC surface inh 8, BoNT-F LC inh inconclusive and Anthrax LF prot -9.
O=C(NCc1ccco1)Nc1ccc([N+](=O)[O-])cc1 was read as VHR inh abs -8&18, SSB-PriA inh -1, MazF activator 3, BoNT A protease 0.2, 3CLpro inhibitor 1&3, CCHFV vOTU inh -6, Rv3671c inh -12, PrPC surface inh -15, BoNT-F LC inh -3 and Anthrax LF prot 0.

2 compounds drawn at random from the list so far:
For Cc1nc(SCn2nnc3ccccc3c2=O)nc(C)c1C the results were VHR inh abs 14, SSB-PriA inh -11, MazF activator -2, BoNT A protease 0.7, 3CLpro inhibitor 1, CCHFV vOTU inh -12, Rv3671c inh -5, PrPC surface inh -12, BoNT-F LC inh 4 and Anthrax LF prot 2.
S=c1[nH]nc(COc2ccccc2)n1/N=C/c1ccccn1 was read as VHR inh abs -4, MazF activator -3, BoNT A protease 1.6, 3CLpro inhibitor 1, CCHFV vOTU inh -12, Rv3671c inh 8, PrPC surface inh -2, BoNT-F LC inh -11 and Anthrax LF prot 2.
